RAD52 anneal inh – inhibitors of human RAD52 DNA annealing | recombinant RAD52 DNA annealing, FRET fluorescence | 360,000 compounds, 0.46% hits | P43351 | inhibition, % at 18.7 µM;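 active = every replicate showing at least 50% inhibition; inconclusive = mean inhibition at least 50% but not in every replicate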
Target sequence (P43351 whole entry, looked up): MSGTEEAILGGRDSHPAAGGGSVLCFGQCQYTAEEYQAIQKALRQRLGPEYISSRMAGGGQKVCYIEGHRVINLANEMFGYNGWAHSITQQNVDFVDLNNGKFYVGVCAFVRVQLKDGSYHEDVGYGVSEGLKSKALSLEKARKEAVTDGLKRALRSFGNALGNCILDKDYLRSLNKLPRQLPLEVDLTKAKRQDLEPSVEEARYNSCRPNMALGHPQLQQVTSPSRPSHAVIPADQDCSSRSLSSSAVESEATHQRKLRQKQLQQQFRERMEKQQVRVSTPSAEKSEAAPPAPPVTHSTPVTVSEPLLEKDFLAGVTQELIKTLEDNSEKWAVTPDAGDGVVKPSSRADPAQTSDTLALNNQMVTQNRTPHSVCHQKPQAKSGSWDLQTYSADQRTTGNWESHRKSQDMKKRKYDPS
EWS-Fli block – inhibitors of EWS/Fli oncoprotein transcriptional activity. 350,000 compounds, 0.67% hits. A673 NR0B1-luciferase reporter, viability-normalised. inhibition, % at 12.6 µM;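 active = mean inhibition of at least 50% after viability correction, with every replicate also passing that limit; inconclusive = mean reaches 50% but only one of two replicates passes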;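 also: firefly luciferase signal divided by Alamar Blue viability fluorescence both relative to DMSO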
FN deposit inh – fibronectin deposition inhibition. AH1F fibroblasts, Alexa488-fibronectin deposition fluorescence, overnight. inhibition, % at 12.6 µM. 350,000 compounds, 0.086% hits;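 active = mean inhibition across replicates of 30% or more, regardless of how many single replicates reach that level; inconclusive = mean under 30% yet at least half of replicates reach 30%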;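 also: positive control wells lacked labelled fibronectin entirely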
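Measured by – fluorescence 485/525 nm · System – AH1F fibroblast monolayer, labelled fibronectin deposition · Amount – 10000 cells per well · Buffer or medium – serum-reduced DMEM (2% serum) · Doses – single dose, pinned · Also added – fluorescent fibronectin at 24 nM final · Schedule – 1 h cell attachment, overnight exposure to compound and label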
XiGFP reactiv – activators of X-chromosome reactivation in mouse fibroblasts; XiGFP mouse fibroblasts, % GFP-positive cells imaging, 3 d; cells co-treated with 5-aza-dC sensitizer; scaled so ellipticine positive control = 100%; activation, % at 7.58 µM; AID 743238; 360,000 compounds, 0.055% hits;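 active = mean normalized replicate activation at least 10% and every replicate at or above 10%; inconclusive = only one of the two criteria met; inactive = mean below 10% and not all replicates reach 10%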;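 also: 0% = median of on-plate neutral control wells and 100% = ellipticine 6 µM median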
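Material: SV40-immortalized XiGFP fibroblast cells, line 68-5-11 | Buffer or medium: DMEM containing 5-aza-dC | Dosing: One concentration, pinned | Times: 3 d treatment, 15 min room-temperature fixation | Controls: Ellipticine 6 µM positive control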
S100A4 inh HTS – blocks human S100A4 binding to myosin IIA peptide | P26447 | S100A4/TAMRA-MyoIIA peptide fluorescence polarization | inhibition, % at 10.7 µM | 360,000 compounds, 0.14% hits;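 active = mean inhibition of at least 70% across replicates, with every replicate also reaching that level; inconclusive = mean inhibition reaches 70% but some replicates fall short; inactive = mean inhibition below 70%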
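Material: S100A4 monomer protein / Buffer or medium: 50 mM HEPES pH 7.2, 10 mM CaCl2, 100 mM KCl / Times: 5 min incubation before reading / Benchmarks: neutral control DMSO, positive control TFP / Reagent: labelled myosin peptide probe, 5 nM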
E-selectin induc – induces E-selectin expression in human endothelial cells; 260,000 compounds, 0.37% hits; P16581; AID 686992; HUVEC E-selectin immunofluorescence imaging; normalized: neutral wells 0, TNF-alpha wells 100; activation, % at 7.58 µM;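 active = mean E-selectin-positive cell signal at least 10% of the positive control, reached in at least 60% of replicates, without over 20% cell loss; inconclusive = no rule given, readout overlaps actives, possibly toxicity-flagged; inactive = the rest, including those meeting only one limit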;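 also: in these data hits start at about 27%; measured in HUVEC primary endothelial cells; signal is the percent of cells scored E-selectin positive by PE staining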
Target sequence (P16581 whole entry, looked up): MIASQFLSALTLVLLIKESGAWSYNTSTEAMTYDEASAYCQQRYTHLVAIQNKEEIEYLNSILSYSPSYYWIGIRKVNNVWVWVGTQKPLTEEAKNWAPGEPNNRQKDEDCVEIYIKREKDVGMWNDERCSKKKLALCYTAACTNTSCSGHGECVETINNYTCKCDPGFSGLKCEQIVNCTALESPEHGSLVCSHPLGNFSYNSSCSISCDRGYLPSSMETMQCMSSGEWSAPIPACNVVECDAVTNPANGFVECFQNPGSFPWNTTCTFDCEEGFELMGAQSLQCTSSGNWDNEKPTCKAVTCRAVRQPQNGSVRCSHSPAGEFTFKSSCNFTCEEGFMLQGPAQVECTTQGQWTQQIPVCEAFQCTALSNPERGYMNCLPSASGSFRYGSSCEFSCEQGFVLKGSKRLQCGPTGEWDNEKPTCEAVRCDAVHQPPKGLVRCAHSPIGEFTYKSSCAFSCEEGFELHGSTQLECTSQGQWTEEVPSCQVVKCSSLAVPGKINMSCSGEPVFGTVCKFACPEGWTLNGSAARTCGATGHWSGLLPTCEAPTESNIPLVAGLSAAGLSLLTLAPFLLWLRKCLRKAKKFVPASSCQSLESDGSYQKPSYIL
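Material: HUVEC primary endothelial cells; Amount: 3,000 cells per well; Dosing: single concentration; Medium: EGM-2 growth medium on 0.1% gelatin-coated wells; Read-out basis: percent E-selectin-positive cells; Signal: immunofluorescence imaging; Control set: TNF-alpha, DMSO.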
RAD54 branch – RAD54 (human) branch migration inhibition; Q92698; RAD54 Holliday junction branch migration, FAM/BHQ fluorescence; inhibition, % at 10.4 µM; 360,000 compounds, 0.14% hits; AID 602329;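 active = mean normalized replicate activity at least 40 and at least half of replicates scoring 40 or more; inconclusive = only one of the two criteria met; inactive = mean below 40 and under half of replicates reaching 40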;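 also: 0% = median of neutral control wells and 100% = median of positive control wells; inhibitors cause a drop in the FAM fluorescence signal; in these data hits start at about 50%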
esBAF inh – blocks esBAF chromatin remodeling in mouse ES cells | Bmi1-luciferase knock-in reporter, 24 h; 100% = twice the neutral-well signal | reporter increase, % at 12.5 µM | 350,000 compounds, 2% hits | AID 602393; in the data active = activation above about 40%; inconclusive = no clear call, values can overlap the other calls;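 also: 0% = median of the plate's neutral control wells and 100% = double that signal; a rise in the Bmi1 reporter signal indicates esBAF inhibition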
Active calls of the source: *; u = inconclusive; x = not tested or not shown. Hits appear at their usual frequency. About 3% of those tested had a hit in this group.

SMILES | RAD52 anneal inh | EWS-Fli block | FN deposit inh | XiGFP reactiv | S100A4 inh HTS | E-selectin induc | RAD54 branch | esBAF inh
Cc1ccc(S(=O)(=O)N2CCC(N3CCN(C)CC3)CC2)cc1Cl | 0 | 0 | 0 | 0.0 | 0 | x | -1 | -3
COC(=O)CC1C(=O)NC2CCCCC2N1C(=O)CCl (configuration not stated) | -14 | 24 | -8 | 0.2 | -13 | 0.0 | -5 | x
O=C(CNC(=O)c1sc2ccccc2c1Cl)NCc1ccccc1 | -18 | -10 | 7 | 0.1 | -2 | 0.5 | -9 | x
C[C@H](CO)N1C[C@H](C)[C@H](CN(C)Cc2ccc(Cl)c(Cl)c2)Oc2ccc(NC(=O)NC3CCCCC3)cc2CC1=O | -4 | 5 | x | 0.4 | 0 | -0.8 | -2 | 4
O=C(Nc1nc2ccc(F)cc2s1)c1ccc(N2CCCC2=O)cc1 | -9 | -70 | -5 | -0.1 | -4 | 2.7 | -11 | 30
CC(CNC(=O)c1ccc(C(C)(C)C)cc1)CN(C)C (configuration not stated) | -13 | -36 | 0 | -0.1 | -1 | 0.1 | -7 | -3
COc1ccc(-c2cc(C(=O)Nc3cccc(S(=O)(=O)NCc4ccco4)c3)c3ccccc3n2)cc1OC | -74 | 2 | 14 | 0.0 | -1 | -1.5 | x | x
CCc1cc2cc(C)cc(C)c2[nH]c1=S | -5 | 7 | 1 | 0.1 | -5 | 0.2 | x | x
CN(C)C(=O)c1cccc(-c2ccc([C@@H]3[C@@H](CO)N4CCCCN(C(=O)C5CCCC5)C[C@@H]34)cc2)c1 | 8 | -16 | x | x | 8 | x | -6 | x
Cc1ccccc1N1CCN(C2CCCN(C(=O)c3cc(CC(C)C)nn3C)C2)CC1 (configuration not stated) | 7 | x | 2 | 0.0 | -1 | 1.7 | 5 | -2
CCN(CC)CCNC(=O)c1cc(-c2ccc(Br)s2)nc2ccccc12 | -9 | 21 | -8 | 0.2 | -2 | 0.1 | -3 | -7
CC(C)CCNC(=O)CN(Cc1ccccc1Cl)C(=O)CCC(=O)Nc1ccccn1 | -7 | -18 | -12 | 0.1 | -4 | x | -6 | 2
Cc1csc(NC(=O)c2cccc(S(=O)(=O)N3CCN(C)CC3)c2)n1 | -8 | 8 | 4 | 0.0 | -2 | x | x | x
COc1ccc(CN(C)C[C@@H]2Oc3c(NC(=O)c4cnccn4)cccc3C(=O)N([C@@H](C)CO)C[C@H]2C)cc1 | -7 | 0 | 1 | -0.2 | -18 | 54* | 9 | 1
O=C(C[C@H]1C[C@@H]2c3cc(NS(=O)(=O)c4ccc(F)cc4)ccc3O[C@@H]2[C@H](CO)O1)NCc1ccccn1 | -11 | -6 | x | 0.0 | -4 | -0.4 | -2 | -3
CO[C@H]1CN(C)C(=O)c2ccc(NC(C)=O)cc2OC[C@@H](C)N(S(=O)(=O)c2cn(C)cn2)C[C@@H]1C | 9 | -5 | -4 | 0.0 | -23 | -0.1 | -2 | -5
O=C(CN1CCN(S(=O)(=O)c2ccc(Cl)cc2)CC1)NCc1cccs1 | 0 | 4 | 1 | -0.1 | 0 | -6.3 | x | -5
Cc1ccc2oc(C(=O)N3CCC(N4CCSCC4)CC3)c(C)c2c1 | -11 | x | 7 | 1.2 | -1 | x | -8 | 6
O=S(=O)(c1ccc(Cl)c(NC(=S)Nc2cccc(O)c2)c1)N1CCOCC1 | -6 | -1 | 20 | 0.0 | -2 | x | 3 | x
CCCC#Cc1ccc2c(c1)O[C@H](CN(C)C(=O)c1ccccc1F)[C@H](C)CN([C@H](C)CO)S2(=O)=O | 27 | 21 | -27 | -0.4 | 18 | 0.1 | -3 | 10

Given as tab-separated lines: entries from further up.
compound	RAD52 anneal inh	EWS-Fli block	FN deposit inh	XiGFP reactiv	S100A4 inh HTS	E-selectin induc	RAD54 branch	esBAF inh
O=C(Nc1nc2ccc(F)cc2s1)c1ccc(N2CCCC2=O)cc1	-9	-70	-5	-0.1	-4	2.7	-11	30
COC(=O)CC1C(=O)NC2CCCCC2N1C(=O)CCl (configuration not stated)	-14	24	-8	0.2	-13	0.0	-5	x

More results follow.
SMILES | RAD52 anneal inh | EWS-Fli block | FN deposit inh | XiGFP reactiv | S100A4 inh HTS | E-selectin induc | RAD54 branch | esBAF inh
CCOc1ccc(NC(=O)C(CC(=O)O)Cc2ccc(Br)cc2)cc1 (configuration not stated) | -14 | 3 | -1 | 0.0 | 2 | -0.4 | 6 | -7
O=[N+]([O-])c1ccc(F)cc1F | -13 | 3 | x | x | -3 | x | 1 | 7
CC(C)Cc1ccc(S(=O)(=O)NCC2CCCO2)cc1 (configuration not stated) | -8 | 6 | -1 | 0.0 | -22 | 0.0 | 4 | -4
Cc1ccc(-c2csc(NC(=O)c3cccc([N+](=O)[O-])c3C(=O)O)n2)cc1 | -19 | -21 | -2 | u | 0 | x | 1 | 5
CCS(=O)(=O)N1CCC2(CC1)CN(Cc1ccc3c(c1)OCO3)[C@@H](CO)c1c2c2ccc(OC)cc2n1C | -11 | 20 | x | 0.2 | 6 | 0.0 | x | x
O=C(NCC[C@H]1CC[C@@H](NC(=O)C2CCOCC2)[C@H](CO)O1)c1ccc(F)cc1 | 3 | 3 | 8 | 0.0 | 4 | -0.5 | -23 | -4
COc1cc(C(=O)NCc2ccccc2)ccc1OC(F)F | -7 | 13 | 6 | -0.1 | -2 | -0.7 | x | x
C[C@@H]1CN([C@H](C)CO)C(=O)Cc2cc(NC(=O)Cc3ccccc3)ccc2O[C@H]1CN(C)Cc1ccc(Cl)c(Cl)c1 | 10 | 5 | x | 0.5 | -9 | -1.3 | 3 | -3
Cc1ccc(S(=O)(=O)N2CCC(C(=O)OCC(=O)N3CCCC(C)C3)CC2)cc1C (configuration not stated) | -3 | -8 | -7 | 0.0 | -2 | -0.1 | -6 | -10
CCOc1ccc(-n2cnc3scc(-c4ccc(OC)c(OC)c4)c3c2=O)cc1 | 1 | -1 | x | 0.0 | 4 | x | x | x
Cc1nn2c(-c3ccc(S(=O)(=O)N4CCN(C)CC4)o3)nnc2c2ccccc12 | 9 | -19 | -2 | 0.0 | -2 | -1.0 | -14 | -11
CC(C)n1c(O)c(N=NC(=O)CNC(=O)CCc2ccccc2)c2ccccc21 | -9 | 3 | 3 | 0.4 | 2 | -0.1 | x | -1
O=C(Nc1cc(S(=O)(=O)N2CCOCC2)ccc1N1CCOCC1)c1cn2ccccc2n1 | -10 | 20 | 2 | 0.0 | -5 | x | x | x
COC(=O)c1ccc(N2CCN(C(C)=O)CC2)c(NC(=O)COc2ccccc2C)c1 | -34 | 11 | 6 | 0.2 | -10 | 2.8 | 3 | -5
COc1ccc(NC(=O)c2ccccc2Oc2ccccc2)cc1 | -7 | 4 | 7 | 0.1 | -4 | x | 0 | -6
COCCNc1nc(CSc2ccccc2)nc2sc(C)c(C)c12 | -16 | 5 | -4 | 0.0 | -3 | -0.2 | x | x
O=C(CN1CCCCC1)Nc1c2c(nc3ccccc13)N(c1ccccc1)CC2 | -13 | 15 | -5 | -0.1 | 4 | 0.8 | x | x
CC(=O)c1cccc(N(CC(=O)NC2CCCCC2)C(=O)CNC(=O)c2cccs2)c1 | -4 | 11 | -1 | 0.1 | -3 | x | -12 | -4
Cc1cc(=O)c2cc(Br)ccc2n1CC(=O)NCc1ccccc1 | -13 | 5 | -7 | 0.2 | 4 | x | x | x
Cc1cc2oc(=O)sc2cc1NS(=O)(=O)c1ccccc1 | -2 | 16 | -15 | 0.0 | 6 | x | -2 | -1
N#CC1(c2ccccc2)CCCN1C(=O)c1ccc(Br)o1 (configuration not stated) | 7 | 8 | x | x | -3 | x | -1 | -4
CCOC(=O)c1ccc(NC(=O)C2CCC(CNc3c(N4CCOCC4)c(=O)c3=O)CC2)cc1 (configuration not stated) | -4 | 4 | -4 | u | 3 | -0.7 | -3 | -6
C#CCOC(=O)Nc1ccc(OCC(F)(F)F)nc1 | -7 | -20 | -11 | 0.0 | -4 | 4.2 | 4 | 9
Cc1cc(C)n2ncc(-c3cccc(Br)c3)c2n1 | -5 | -17 | 16 | 0.1 | -10 | 0.0 | -11 | 24
CC(=O)N1CCc2c(sc(NC(=O)c3ccc(S(=O)(=O)N(C)C)cc3)c2C#N)C1 | -52 | -10 | 0 | -0.2 | 25 | 0.1 | 3 | -8
CN(C)C(=O)c1cccc(-c2ccc3c(c2)[C@H]2[C@H](CCN2C(=O)c2ccccc2)[C@@H](CO)N3C)c1 | -14 | 10 | -8 | 0.2 | 33 | -0.4 | -2 | -4
CCOP(=O)(Nc1ccc2oc(=O)c3ccccc3c2c1)OCC | -4 | 5 | 14 | 0.1 | 3 | x | x | x
O=C(Nc1ccc(S(=O)(=O)N2CCOCC2)cc1)c1ccc(=O)[nH]c1 | -10 | -7 | 2 | 2.1 | 1 | 0.3 | x | x
CCCNC(=O)N(C)C[C@H]1Oc2cc(C#C[C@@H](C)O)ccc2S(=O)(=O)N([C@@H](C)CO)C[C@@H]1C | -6 | -10 | 3 | 0.0 | -2 | 0.9 | -5 | 4
CCCC(=O)Nc1c(-c2ccccc2)[nH][nH]c1=O | -6 | -14 | -1 | 0.1 | -2 | 0.8 | 5 | 2
C[C@H]1CN([C@@H](C)CO)S(=O)(=O)c2ccc(C3=CCCC3)cc2O[C@@H]1CN(C)C(=O)c1ccccc1 | -2 | 12 | x | -0.9 | -1 | -0.2 | 6 | -1
COc1ccc(C2/C(=C(/O)c3cnn(-c4ccccc4)c3C)C(=O)C(=O)N2CCN(C)C)cc1OC (configuration not stated) | 0 | 4 | 11 | 0.6 | -3 | -0.2 | x | -3
O=C(C1CCCO1)N1CCN(C(=S)Nc2ccc(Cl)cc2)CC1 (configuration not stated) | -10 | -5 | -4 | 0.2 | 1 | 0.0 | 1 | 0
COc1ccc2c3c(n(C)c2c1)[C@H](CO)N(CC1CCOCC1)CC31CCN(C(=O)CN(C)C)CC1 | -66 | 5 | -8 | 0.0 | -2 | 1.9 | x | x
C[C@@H]1CCCCO[C@@H](CN(C)C(=O)c2ccccc2)[C@H](C)CN([C@@H](C)CO)C(=O)c2cc(NC(=O)c3ccncc3)ccc2O1 | x | 8 | x | 0.0 | x | -0.3 | x | 6
CCOc1ccccc1NC(=O)C1CCCN(S(=O)(=O)c2ccc3c(c2)C(C)(C)C(=O)N3C)C1 (configuration not stated) | 12 | 11 | -1 | 0.0 | -4 | -1.6 | -6 | -6
COc1ccc(OCc2cc(C(=O)NCCCc3ccccc3)no2)c(Cl)c1 | -19 | 1 | 1 | 0.3 | -8 | x | -8 | x
C#CC[N+](C)(C)CC#Cc1ccc(Cl)cc1 | -4 | -18 | 12 | 0.0 | 3 | x | x | x
Cc1cccc(C(C(C(=O)c2ccccc2)N2CCOCC2)N2CCOCC2)c1 (configuration not stated) | -16 | -15 | -3 | 0.0 | -1 | -0.1 | -4 | 4

Compound activity deposited in PubChem by Broad Institute.
